SENP1 FRET inh – human SENP1 catalytic domain inhibitors, primary screen, biochemical, FRET, uHTS. actives 0.21% (n = 360,000). recombinant SENP1 catalytic domain, CyPet-SUMO1-YPet FRET cleavage. AID 624204, 2012. inhibition, % at 10 µM;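 active = inhibition at least 30% at 10 µM, raw YFP signal under a set limit, fluorescence ratio 0.5 to 1.5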;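 note: 0% = enzyme with DMSO and 100% = no enzyme wells; some results filed as inactive read as strong as hits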
Target sequence (Q9P0U3 419-644 limits assumed): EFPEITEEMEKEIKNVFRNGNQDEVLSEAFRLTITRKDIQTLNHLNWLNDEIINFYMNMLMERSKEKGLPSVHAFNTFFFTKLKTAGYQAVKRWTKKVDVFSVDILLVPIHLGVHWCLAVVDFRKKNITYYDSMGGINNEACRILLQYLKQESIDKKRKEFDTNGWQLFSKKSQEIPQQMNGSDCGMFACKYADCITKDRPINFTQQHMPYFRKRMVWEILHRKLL
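Controls: no-enzyme wells low, DMSO-plus-enzyme wells high control. Test system: human recombinant His6-tagged SENP1 catalytic domain enzyme. Reagent: SFCypet-SUMO1-SFYpet FRET protein substrate, 25 nM final. Doses: one dose per compound, 10 µM, 0.5% DMSO. Detection: FRET, CFP and YFP emission. Timing: 50 min reaction at room temperature.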
HKDC1 inh – HKDC1 hexokinase inhibitors, primary screen, biochemical, fluorescence, uHTS; Q2TB90; recombinant HKDC1, G6PDH/diaphorase resazurin coupled fluorescence; inhibition, % at 20 µM; actives 0.16% (n = 340,000); AID 493160, 2011;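 active = inhibition above about 35% when tested at 20 µM, limit read from the data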;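 note: plate controls were DMSO wells with enzyme for no effect and DMSO wells lacking enzyme for full effect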
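Test system: recombinant HKDC1 (HK5) hexokinase enzyme, produced in-house / Doses: 20 µM test compound, 1% DMSO / Timing: 90 min, room temperature / Detection: G6PDH/diaphorase-coupled fluorescence, 1 mM NADP, 100 µM resazurin, 525/613 nm / Control set: DMSO wells with and without enzyme mix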
beta cell repl – inducers of MIN6 beta-cell proliferation, primary screen, ATP luminescence, uHTS; AID 2380, 2010; actives 0.29% (n = 330,000); proliferation, % at 10 µM; MIN6 cells proliferation, ATPlite luminescence, 48 h; cells starved in 0.2% serum; 100% = growth in 10% serum;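 active = compounds whose signal lies at least 3.5 SD above the mean of all wells on their plate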;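 note: 0% = DMSO-treated cells in low-serum medium and 100% = 10% serum control; some compounds called inactive have numbers as strong as hits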
PfG6PD inh – PfG6PD enzyme inhibitors, primary screen, biochemical, fluorescence intensity, uHTS. PfGluPho enzyme, NADPH resazurin-diaphorase fluorescence. inhibition, % at 20 µM. actives 0.78% (n = 350,000). AID 504690, 2011;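 active = inhibition reaching at least a set limit at 20 µM in the primary screen, cut at about 59% in these data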;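 note: 0% = DMSO wells with substrate and 100% = DMSO wells lacking glucose-6-phosphate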
SENP7 block – SENP7 protease inhibitors, primary screen, biochemical, luminescence, uHTS; Sentrin-specific protease 7 (Homo sapiens), Q9BQF6; recombinant SENP7, Z-RLRGG-aminoluciferin luminescence, 40 min; inhibition, % at 5 µM; actives 1.5% (n = 330,000); AID 434973, 2010;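 active = inhibition above about 50% at the single test dose, limit read from the data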;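 note: plate controls were DMSO with enzyme for no effect and no enzyme buffer wells for full effect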
Target sequence (Q9BQF6 706-1050 limits assumed): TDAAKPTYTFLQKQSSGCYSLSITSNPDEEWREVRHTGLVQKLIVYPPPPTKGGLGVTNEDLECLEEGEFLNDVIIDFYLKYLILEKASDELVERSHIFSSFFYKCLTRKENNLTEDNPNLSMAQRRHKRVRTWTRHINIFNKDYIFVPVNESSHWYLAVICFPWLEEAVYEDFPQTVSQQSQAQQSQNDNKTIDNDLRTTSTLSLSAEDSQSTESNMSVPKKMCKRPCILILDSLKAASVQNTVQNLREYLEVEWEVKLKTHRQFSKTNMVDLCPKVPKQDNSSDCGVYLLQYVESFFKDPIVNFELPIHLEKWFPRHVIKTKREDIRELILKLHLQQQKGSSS
SENP8 block-1 – SENP8 protease inhibitors, primary screen, biochemical, luminescence; Sentrin-specific protease 8 (Homo sapiens), Q96LD8; actives 1.2% (n = 330,000); inhibition, % at 10 µM; AID 2540, 2010; purified SENP8, Z-RLRGG-aminoluciferin cleavage; in the data active = inhibition above about 50%
Target sequence (Q96LD8 whole entry, looked up): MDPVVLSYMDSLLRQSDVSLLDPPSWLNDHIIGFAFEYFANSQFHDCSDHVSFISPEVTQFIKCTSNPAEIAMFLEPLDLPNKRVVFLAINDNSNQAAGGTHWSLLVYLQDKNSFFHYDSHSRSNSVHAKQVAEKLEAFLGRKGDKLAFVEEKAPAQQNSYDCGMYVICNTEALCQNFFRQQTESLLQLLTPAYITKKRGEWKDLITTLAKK
SENP8 block-2 – human SENP8 protease inhibitors, primary screen, biochemical, fluorescence, Nedd8 protein substrate, uHTS; Sentrin-specific protease 8 (Homo sapiens), Q96LD8; recombinant SENP8; inhibition, % at 20 µM; actives 0.64% (n = 360,000); AID 602440, 2012; in the data active = inhibition mostly above about 40%, no sharp cut-off; inactive = mostly below about 27%
SENP6 block – SENP6 protease inhibitors, primary screen, biochemical, luminescence, uHTS; Recombinant SENP6 catalytic domain, aminoluciferin luminescence; inhibition, % at 10 µM; actives 1.8% (n = 330,000);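 active = inhibition above about 50% at the single tested dose, limit read from the data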;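 note: plate controls were DMSO wells with enzyme for no effect and DMSO wells lacking enzyme for full effect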
UBC13 polyUb – UBC13 polyubiquitin chain formation inhibitors, primary screen, biochemical, TR-FRET, uHTS; Ubiquitin-conjugating enzyme E2 N (Homo sapiens), P61088; inhibition, % at 20 µM; actives 0.47% (n = 330,000); AID 485273, 2010; in the data active = inhibition above about 45%, passing the limit was not always enough
Target sequence (P61088 whole entry, looked up): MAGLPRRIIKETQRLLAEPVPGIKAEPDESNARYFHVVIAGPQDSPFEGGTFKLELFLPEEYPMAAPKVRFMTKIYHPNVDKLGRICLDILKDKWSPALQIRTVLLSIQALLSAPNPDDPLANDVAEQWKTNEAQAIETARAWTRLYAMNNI
* = called active by the depositor; x = no result given.

SMILES	SENP1 FRET inh	HKDC1 inh	beta cell repl	PfG6PD inh	SENP7 block	SENP8 block-1	SENP8 block-2	SENP6 block	UBC13 polyUb
COc1cccc(NC(C)=[N+](C)CCNS(=O)(=O)c2ccc(Cl)cc2)c1	1	-3	0	10	1	6	21	-4	0
C/C(=N\NC(=O)c1ccoc1C)c1ccc(Cl)s1	1	-2	1	7	1	-2	7	6	2
Cc1cccc(NC(=O)CSc2nc3ccccc3nc2N2CCCC2)c1	-54	9	-6	32	-4	10	-277	-14	4
O=C(CCNC(=O)c1ccco1)Nc1ccccc1OC(F)F	0	-5	-1	0	5	5	5	-15	0
COc1ccccc1N1CCN(C(=O)C(=O)c2c(C)[nH]c3ccccc23)CC1	1	-4	0	-21	10	2	17	1	-3
CCOC(=O)CSc1nnc(C)c(C)n1	3	1	1	-12	-1	-6	1	-4	1
Cc1ccc(NS(=O)(=O)c2cc(NC(=O)c3ccc4c(c3)NC(=O)CS4)ccc2C)c(C)c1	1	20	-6	50	7	-6	-2	0	3
CC(C)C(C(=O)O)N1C(=O)/C(=C/c2cccn2C)SC1=S (stereo not given)	-57	9	x	-8	x	x	36	x	x
Cc1cc(Cl)c2oc(C(=O)N(C)CC3CCOCC3)c(C)c2c1	2	-2	-1	-20	-9	-18	25	-6	-5
COc1cccc(NC(=O)NCCC2=CCCCC2)c1	1	-8	0	4	6	-9	19	-3	10
CCCn1c(C(O)c2ccc(C)cc2)nc2ccccc21 (stereo not given)	0	7	-1	-12	-5	-2	14	-3	9
CCCCNC(=O)c1onc(CSc2ccccc2C)c1C(=O)O	-1	-5	-1	30	11	-9	-2	1	-12
CCc1ccc(OCC(=O)NCc2ccco2)c(Br)c1	0	-3	-4	-15	-12	-19	3	-14	-5
O=C(NC1CCCCCC1)c1ccc(Cl)c(S(=O)(=O)N2CCOCC2)c1	-1	-7	-2	-1	-18	-15	2	-6	-4
COc1ccc(C(=O)Nc2ccccc2C(=O)NCCCn2ccnc2)cc1	-2	-4	x	8	x	x	-23	x	x
Cc1ccc(S(=O)(=O)NC(=O)c2ccc(Br)o2)cc1	0	-3	-3	-7	6	-9	8	3	-10
CCOC(=O)C1C(=O)NC(C(=O)OCC)(C(=O)OCC)C1CC (stereo not given)	0	-3	x	4	x	x	9	x	x
Cc1cc(NC(=O)CSc2nnc3c(C)cc4c(C)ccc(C)c4n23)no1	1	-6	-3	15	-6	7	-70	8	2
COc1ccc(NC(=O)c2ccc(Cl)c(S(=O)(=O)N3CCc4ccccc4C3)c2)cn1	6	5	-4	15	-2	-11	20	-10	-10
COc1ccc2nc(C)cc(SCC(=O)N/N=C/c3cccc4ccccc34)c2c1	1	-3	-7	2	1	6	-2	-12	0
COc1ccccc1NC(=O)c1c(C)oc2c1CCCC2	-2	-1	-1	1	10	-1	17	-4	0
COC(=O)Cc1cc(=O)[nH]c(Nc2nc3ccccc3o2)n1	-4	5	-1	-24	0	-7	-224	-12	58*
Cc1sc2nc(CSC(C)C(=O)N(C)CC(=O)Nc3ccccc3C(F)(F)F)[nH]c(=O)c2c1C (stereo not given)	13	-1	4	16	-5	-14	-55	-24	-2
CS(=O)(=O)N(CC(=O)Nc1ccc(S(=O)(=O)N2CCOCC2)cc1)c1cccc(F)c1	1	-6	0	-6	7	-3	4	-1	-1
O=C(CCn1cnc2ccccc21)N=Nc1c(O)[nH]c2ccccc12	2	0	0	2	-9	-6	32	-14	-5
Cc1cccc(N2CCCn3c2nc2c3c(=O)[nH]c(=O)n2C)c1	1	2	-5	-1	-4	6	-4	-7	6
O=C1CC(c2ccccc2)C(c2ccccc2)=NN1 (stereo not given)	1	4	x	-11	x	x	14	x	x
COc1ccccc1NC(=O)NC(N)=O	-1	-3	2	11	0	-1	6	8	19
CN(C1CCCCC1)S(=O)(=O)c1ccc2c(c1)c(=O)c(C(=O)N1CCc3ccccc3C1)cn2C	-3	-15	-2	19	13	-2	-5	-31	31
CN(Cc1nc2ccccc2c(=O)[nH]1)C(=O)c1ccc(S(=O)(=O)N2CCCC2)cc1	-1	-3	3	0	4	6	1	20	3
C=CCn1c(=N)n(CC(=O)c2ccc(OC)cc2)c2ccccc21	4	-4	-1	-6	0	-6	24	-19	-1
CSCC(=O)N1CCCC(N2CCN(c3cccc(C(F)(F)F)c3)CC2)C1 (stereo not given)	-1	-5	-3	4	0	0	0	13	2
CCCOc1ccc(-c2nc(-c3ccc(N)cc3)cs2)cc1	x	x	-3	x	-3	-1	x	-10	-1
Cc1scc(C(=O)O)c1-c1c(C(=O)O)csc1C	1	-5	0	15	-9	-9	22	1	-7
CCN(CC)C(=O)Oc1ccc2ccccc2c1Br	2	16	-1	0	-8	-7	1	13	-5
CCCCN1CCS(=O)(=O)N(Cc2ccccc2Br)CC(C(=O)OC)C1 (stereo not given)	-1	-1	x	-3	4	x	4	x	x
CCCN(C(=O)CCc1ccc(OC)cc1)c1c(N)n(Cc2ccccc2)c(=O)[nH]c1=O	2	-4	-3	-3	-5	-15	1	-17	-13
O=C(NCc1ccc(F)cc1)C1CCCN(c2nc3ccsc3c(=O)s2)C1 (stereo not given)	-1	-8	-2	-4	7	4	-385	9	16
Cc1c(OCC(=O)NCCN2CCOCC2)ccc2c(-c3ccccc3)cc(=O)oc12	2	17	-1	-4	4	0	-26	0	6
Cn1c(SCc2ccccc2)nnc1-c1cnccn1	1	-4	-3	2	-3	-3	-26	1	3
CCC(C)(C)c1ccc(OCC(=O)N(C)C)c(C(C)(C)CC)c1	2	0	-5	11	5	-4	2	-26	5
N#Cc1c(N)oc(-c2ccc3c(c2)OCO3)c1-c1ccc2c(c1)OCO2	-14	3	-1	2	-5	-4	-269	-7	8
CC(C)(C)NC(=O)Cn1c(SCC(=O)Nc2nccs2)nc2ccccc21	0	-1	-4	-1	6	-2	7	1	-6
CCOC(=O)c1oc2nc(C(C)C)c3c(c2c1N)CC(C)(C)OC3	-4	33	1	48	-2	1	-323	-18	18
CSc1nc2cc(F)c(F)cc2n1C	0	7	-4	1	8	-5	2	2	2
C=CCn1c(=O)c2ccccc2n2c(SCC(=O)Nc3sc(C)c(CC)c3C(=O)OCC)nnc12	-3	7	-3	-21	-6	-6	0	-11	-20
CCOC(=O)c1c(NC(=O)COC(=O)c2ccccn2)sc2c1CCC2	-2	-5	-1	-2	3	2	-12	-3	2
COc1ccc(CCNC(=O)COC(=O)C2CC2C)cc1OC (stereo not given)	2	-2	0	-3	-9	5	1	5	15
CC(C)(C)NS(=O)(=O)c1ccc(NC(=O)C(Sc2ccccc2)c2ccccc2)cc1 (stereo not given)	0	8	-6	17	2	-3	12	2	2
NC(=O)c1ccsc1NC(=O)COC(=O)c1nc(Cl)ccc1Cl	-4	-4	-1	12	-10	0	-22	-7	12
c1ccc(C2NCCn3cccc32)cc1 (stereo not given)	-8	1	0	2	-2	-7	-3	-8	-11
CN(C)CCCNS(=O)(=O)c1ccc(N2CCN(Cc3ccc4c(c3)OCO4)CC2)c([N+](=O)[O-])c1	0	-4	-3	0	4	2	17	-2	4
CC(=O)OC1CSC2c3ccccc3C(=O)N2Cc2sccc21 (stereo not given)	1	-10	-1	-3	0	0	17	5	0
C[N+](C)(C)C/C=C1/COCO1	1	-6	-1	-14	-1	-3	14	8	7
O=C(NCc1ccc(F)cc1)C1CCN(S(=O)(=O)N2CCCC2)CC1	1	0	-2	-13	3	-1	1	2	-1
CCCNC(=O)COc1ccccc1[N+](=O)[O-]	-1	-18	0	-1	-9	-7	11	-11	6
CCCc1nnc(NC(=O)c2ccncc2)s1	1	-4	-1	-4	3	-3	10	13	2

15 entries out of the list, arranged by length of the SMILES, high to low.
SMILES	SENP1 FRET inh	HKDC1 inh	beta cell repl	PfG6PD inh	SENP7 block	SENP8 block-1	SENP8 block-2	SENP6 block	UBC13 polyUb
CN(C)CCCNS(=O)(=O)c1ccc(N2CCN(Cc3ccc4c(c3)OCO4)CC2)c([N+](=O)[O-])c1	0	-4	-3	0	4	2	17	-2	4
C=CCn1c(=O)c2ccccc2n2c(SCC(=O)Nc3sc(C)c(CC)c3C(=O)OCC)nnc12	-3	7	-3	-21	-6	-6	0	-11	-20
CC(C)(C)NS(=O)(=O)c1ccc(NC(=O)C(Sc2ccccc2)c2ccccc2)cc1 (stereo not given)	0	8	-6	17	2	-3	12	2	2
N#Cc1c(N)oc(-c2ccc3c(c2)OCO3)c1-c1ccc2c(c1)OCO2	-14	3	-1	2	-5	-4	-269	-7	8
CC(C)(C)NC(=O)Cn1c(SCC(=O)Nc2nccs2)nc2ccccc21	0	-1	-4	-1	6	-2	7	1	-6
O=C(NCc1ccc(F)cc1)C1CCN(S(=O)(=O)N2CCCC2)CC1	1	0	-2	-13	3	-1	1	2	-1
CCOC(=O)c1oc2nc(C(C)C)c3c(c2c1N)CC(C)(C)OC3	-4	33	1	48	-2	1	-323	-18	18
CCC(C)(C)c1ccc(OCC(=O)N(C)C)c(C(C)(C)CC)c1	2	0	-5	11	5	-4	2	-26	5
NC(=O)c1ccsc1NC(=O)COC(=O)c1nc(Cl)ccc1Cl	-4	-4	-1	12	-10	0	-22	-7	12
CC(=O)OC1CSC2c3ccccc3C(=O)N2Cc2sccc21 (stereo not given)	1	-10	-1	-3	0	0	17	5	0
COc1ccc(CCNC(=O)COC(=O)C2CC2C)cc1OC (stereo not given)	2	-2	0	-3	-9	5	1	5	15
CCCNC(=O)COc1ccccc1[N+](=O)[O-]	-1	-18	0	-1	-9	-7	11	-11	6
Cn1c(SCc2ccccc2)nnc1-c1cnccn1	1	-4	-3	2	-3	-3	-26	1	3
CCCc1nnc(NC(=O)c2ccncc2)s1	1	-4	-1	-4	3	-3	10	13	2
C[N+](C)(C)C/C=C1/COCO1	1	-6	-1	-14	-1	-3	14	8	7
